From PubChem BioAssay
hcGAS lum = inhibitors of human cGAS; Q8N884; recombinant h-cGAS, ATP depletion, Kinase-Glo luminescence; inhibition, % at 12.5 µM; 290,000 compounds, 0.081% hits; AID 1259398;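 note: 0% = vehicle reaction and 100% = reaction without DNA for no activity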
Target sequence (Q8N884 whole entry, looked up): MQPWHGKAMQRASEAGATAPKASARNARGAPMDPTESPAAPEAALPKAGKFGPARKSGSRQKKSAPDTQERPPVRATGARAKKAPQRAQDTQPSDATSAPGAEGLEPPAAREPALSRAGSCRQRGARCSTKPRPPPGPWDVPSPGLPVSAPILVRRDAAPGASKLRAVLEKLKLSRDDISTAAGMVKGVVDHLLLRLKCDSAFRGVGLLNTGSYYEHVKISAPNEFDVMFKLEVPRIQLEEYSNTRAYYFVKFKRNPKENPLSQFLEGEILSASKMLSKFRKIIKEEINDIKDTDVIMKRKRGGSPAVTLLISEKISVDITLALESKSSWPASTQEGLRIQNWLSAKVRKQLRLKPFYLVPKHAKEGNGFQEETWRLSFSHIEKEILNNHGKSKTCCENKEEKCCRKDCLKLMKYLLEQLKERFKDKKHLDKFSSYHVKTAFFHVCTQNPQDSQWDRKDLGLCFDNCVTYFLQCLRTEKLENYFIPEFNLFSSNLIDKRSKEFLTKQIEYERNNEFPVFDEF
mcGAS lum = blocks mouse cGAS activity. Q8C6L5. 160,000 compounds, 0.15% hits. recombinant cGAS, Kinase-Glo ATP depletion luminescence. inhibition, % at 12.5 µM. AID 1259399;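 note: 0% = negative control wells and 100% = reference inhibitor with no enzyme activity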
NPYLR7 agonist = activates Aedes aegypti NPYLR7 receptor | 270,000 compounds, 0.15% hits | activation, % at 10 µM | HEK293T NPYLR7/Galpha15, GCaMP6s calcium fluorescence; in the data active = activation above about 40%;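 note: 0% = vehicle and 100% = reference agonist at the receptor; some compounds past the cut are filed as inactive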
An asterisk follows results filed as active. Cut-off read from the data, not from the text of the source, unless noted: active = inhibition above about 40%; inactive = the rest.

`CCOC(=O)[C@]12CCCN[C@@H]1CCN(Cc1noc(C(C)(C)C)n1)C2` gave hcGAS lum 4 and mcGAS lum -1.
`CC(C)(C)c1cc(NS(=O)(=O)/C=C/c2ccc(Br)cc2)on1` gave hcGAS lum -8, mcGAS lum -13 and NPYLR7 agonist -5.
Screening CCCCC(CC)c1nnc(NC(=O)COc2ccccc2)s1 (stereo unspecified) returned hcGAS lum -3, mcGAS lum -5 and NPYLR7 agonist 6.
Screening O=C(C(Cl)Cl)N1CCN(c2nccc(-c3ccc(Oc4ccccc4)cc3)n2)CC1 returned hcGAS lum -5, mcGAS lum -4 and NPYLR7 agonist 18.
Screening Cc1[nH]nc(-c2ccc(O)cc2O)c1-c1nc2ccccc2s1 returned hcGAS lum -6, mcGAS lum -7 and NPYLR7 agonist -7.
O=C(Nc1cccc(S(=O)(=O)Nc2ccc(Cl)cc2)c1)c1ccoc1 was read as hcGAS lum 5 and NPYLR7 agonist -12.
`O=C(Cn1cnc2c(nnn2Cc2ccc(F)cc2)c1=O)NCc1ccc2c(c1)OCO2` gave hcGAS lum -5 and NPYLR7 agonist 15.
For Cc1cnc(NCC2(CN3CCN(C)CC3)CC2)nc1 the results were hcGAS lum -10 and mcGAS lum -7.
Screening O=C(c1ccc(Cl)cc1)N1CCc2cc(S(=O)(=O)N3CCCC3)ccc21 returned hcGAS lum -3, mcGAS lum -7 and NPYLR7 agonist 2.
Screening CCOC(=O)C1=C(C)N(CCOC)C(=O)NC1c1c(F)cccc1F (stereo unspecified) returned hcGAS lum -7, mcGAS lum -9 and NPYLR7 agonist 7.
`CCN(C)Cc1cnc(S(=O)(=O)Cc2ccccc2)n1CC(C)C` gave hcGAS lum -9 and NPYLR7 agonist 12.
Screening CC(C)c1ccc(N2CC(C(=O)N3CCCC3)CC2=O)cc1 (stereo unspecified) returned hcGAS lum -2 and mcGAS lum -3.
For COc1cccnc1C(=O)N1CCC(O)(C(=O)O)CC1 the results were hcGAS lum -8 and NPYLR7 agonist 4.
For CC1(C)CC(C(=O)NCc2ccc3[nH]c4c(c3c2)CCCC4)CCO1 (stereo unspecified) the results were hcGAS lum -4 and mcGAS lum -14.
CCOCCn1c(=O)c2c(nc3n(C(C)CC)c(C)c(C)n23)n(C)c1=O (stereo unspecified) was read as hcGAS lum -6 and NPYLR7 agonist -12.

Overlap with the part before: 3 entries; new compounds follow.
For COc1cccnc1C(=O)N1CCC(O)(C(=O)O)CC1 the results were hcGAS lum -8 and NPYLR7 agonist 4.
For CC1(C)CC(C(=O)NCc2ccc3[nH]c4c(c3c2)CCCC4)CCO1 (stereo unspecified) the results were hcGAS lum -4 and mcGAS lum -14.
CCOCCn1c(=O)c2c(nc3n(C(C)CC)c(C)c(C)n23)n(C)c1=O (stereo unspecified) was read as hcGAS lum -6 and NPYLR7 agonist -12.
CCN(CC)CCN(C(=O)c1cc(C)n(C)n1)c1nc2c(F)cccc2s1 was read as hcGAS lum -3, mcGAS lum -5 and NPYLR7 agonist 2.
CCCCC(O)CN(Cc1ccco1)Cc1c(C)nn(-c2ccccc2)c1Oc1ccccc1OC (stereo unspecified) was read as hcGAS lum -6, mcGAS lum -6 and NPYLR7 agonist 8.
Cc1ccccc1C(=O)N[C@@H]1CCCCC1NC(=O)C1CCN(S(=O)(=O)c2ccc3ccccc3c2)CC1 (stereo partly specified) was read as hcGAS lum -1, mcGAS lum -4 and NPYLR7 agonist 21.
`CCOC(=O)N(C)c1c(CC)nc2ccc(C(=O)N(C)Cc3ccccc3)cn12` gave hcGAS lum -6, mcGAS lum -2 and NPYLR7 agonist 18.
`Cc1ccc2c(c1)CCCN2C(=O)CN1[C@@H]2CC[C@H]1CC(O)C2` (stereo partly specified) gave hcGAS lum -9 and NPYLR7 agonist -1.
For NC(=O)C1CCN(C(=O)COC(=O)Cc2cccc(F)c2)CC1 the results were hcGAS lum -3, mcGAS lum -5 and NPYLR7 agonist 2.
`CN(CCCC1CCCC1)C(=O)c1cnon1` gave hcGAS lum -3, mcGAS lum -13 and NPYLR7 agonist 0.
`COC(=O)c1c(N)sc(C(=O)Nc2ccc(C)cc2C)c1C` gave hcGAS lum -6 and NPYLR7 agonist -3.
Screening CC1Oc2c(C(=O)NC3CCN(C(=O)c4ccco4)CC3)cccc2C1C (stereo unspecified) returned hcGAS lum -10, mcGAS lum -7 and NPYLR7 agonist 0.
`Nc1nc(-c2ccc(Cl)s2)cs1` gave hcGAS lum -7, mcGAS lum -5 and NPYLR7 agonist 9.
Cc1ccc(S(=O)(=O)NC2COc3ccccc3C2)c(C)c1 (stereo unspecified) was read as hcGAS lum -8, mcGAS lum -12 and NPYLR7 agonist 0.
Screening CN(Cc1cscn1)C(=O)NCCN1CCN(Cc2ccccc2)CC1 returned hcGAS lum -6, mcGAS lum -10 and NPYLR7 agonist 3.
`O=C(Nc1cnc[nH]1)c1cccnc1Nc1cc(Cl)cc(Cl)c1` gave hcGAS lum 1, mcGAS lum 3 and NPYLR7 agonist 3.
For CN(Cn1nc(-c2ccc3c(c2)OCO3)oc1=S)C1CCCCC1 the results were hcGAS lum 4, mcGAS lum -3 and NPYLR7 agonist 19.
Screening CCOC(=O)N(C)c1c(CC)nc2c(OCc3ccccc3OC)cccn12 returned hcGAS lum -4, mcGAS lum -2 and NPYLR7 agonist 0.

Random excerpt: three entries already listed
For CN(Cn1nc(-c2ccc3c(c2)OCO3)oc1=S)C1CCCCC1 the results were hcGAS lum 4, mcGAS lum -3 and NPYLR7 agonist 19.
Screening CC1Oc2c(C(=O)NC3CCN(C(=O)c4ccco4)CC3)cccc2C1C (stereo unspecified) returned hcGAS lum -10, mcGAS lum -7 and NPYLR7 agonist 0.
Screening CCOC(=O)N(C)c1c(CC)nc2c(OCc3ccccc3OC)cccn12 returned hcGAS lum -4, mcGAS lum -2 and NPYLR7 agonist 0.

Further records:
`O=C(NCC1CCCO1)C1CCN(S(=O)(=O)N2CCOCC2)CC1` (stereo unspecified) gave hcGAS lum -8 and NPYLR7 agonist 2.
For CCCNc1cc(-c2ccccc2)nc2c(-c3ccccc3)cnn12 the results were hcGAS lum -2, mcGAS lum -7 and NPYLR7 agonist -6.
Screening Cc1cc2ncc(C(=O)NN3CCOCC3)c(C)n2n1 returned hcGAS lum -5, mcGAS lum -1 and NPYLR7 agonist 13.
Screening COc1ccc(C2Nc3ccccc3C(=O)N2c2ccc(F)cc2)cc1Cn1nnc2ccccc21 (stereo unspecified) returned hcGAS lum -3 and NPYLR7 agonist -2.
`CCc1nc2n(n1)C(=O)C(C(c1cccc(OC)c1)N1CCN(CC)CC1)S2` (stereo unspecified) gave hcGAS lum 0, mcGAS lum 1 and NPYLR7 agonist -6.
`Cc1cc(C)cc(NC(=O)c2ccc3c(=O)n4c(nc3c2)CCCCCC4)c1` gave hcGAS lum -4 and NPYLR7 agonist 0.
Screening O=C(c1cc(=O)n(-c2ccccc2)[nH]1)N1CCCC(O)(CO)CC1 (stereo unspecified) returned hcGAS lum -5 and NPYLR7 agonist 9.
Screening COC(=O)c1sc2ccccc2c1NC(=O)c1ccccc1 returned hcGAS lum 6, mcGAS lum 3 and NPYLR7 agonist 1.
`O=[N+]([O-])c1ccc(S(=O)(=O)NCC(c2cccs2)N2CCc3ccccc3C2)cc1` (stereo unspecified) gave hcGAS lum 5, mcGAS lum -8 and NPYLR7 agonist 0.
Screening COCCN(Cc1cccc(C)c1)CC(O)COc1ccccc1C (stereo unspecified) returned hcGAS lum -5, mcGAS lum -5 and NPYLR7 agonist -2.
`COc1ccc(CN(CCc2c[nH]c3ccccc23)C(=O)CN(CC(C)C)C(=O)C2C[C@H]2c2ccccc2)cc1OC` (stereo partly specified) gave hcGAS lum -6, mcGAS lum -6 and NPYLR7 agonist 3.
Screening Cc1cc(-n2cnnc2C(C)n2cccn2)n(C)n1 (stereo unspecified) returned hcGAS lum -6 and NPYLR7 agonist 2.
Screening N#CCn1cnc2c(nnn2-c2ccc(Br)cc2)c1=O returned hcGAS lum -1, mcGAS lum -2 and NPYLR7 agonist -4.
Screening CN(C)CCn1c2c(c3ccccc31)CCCn1nnnc1-2 returned hcGAS lum -8, mcGAS lum -1 and NPYLR7 agonist -1.
For CCn1nnc2c(=O)n(CC(=O)OC)cnc21 the results were hcGAS lum -2 and NPYLR7 agonist -1.
COc1ccc(-c2nc(C(N)=O)c3[nH]c(=O)n(-c4ccc(C(C)(C)C)cc4)c3n2)c(OC)c1 was read as hcGAS lum -3, mcGAS lum -5 and NPYLR7 agonist 3.
Screening CCS(=O)(=O)c1cccc(C(=O)N(CCCN(C)C)c2nc3ccccc3s2)c1 returned hcGAS lum -4, mcGAS lum 2 and NPYLR7 agonist -2.
Screening COCCN(CCC(=O)N1CCN(c2cccc(Cl)c2)CC1)c1nc(Cc2ccc(C)cc2)ns1 returned hcGAS lum -7, mcGAS lum -5 and NPYLR7 agonist -11.
O=C1C2CCCC2=NN1c1ccccc1 (stereo unspecified) was read as hcGAS lum -7 and NPYLR7 agonist 11.
Cc1ccc(NC(=O)N(CCN2CCOCC2)Cc2c(-c3ccccc3)noc2N2CCCCC2C)cc1 (stereo unspecified) was read as hcGAS lum -4, mcGAS lum -6 and NPYLR7 agonist 8.
Screening Cc1ccc(C(=O)Nc2ccc(-c3cn4ccccc4n3)cc2)o1 returned hcGAS lum -9 and NPYLR7 agonist 2.
`COc1ccc(CC(=O)NNC(=O)c2cccn(Cc3ccc(F)cc3)c2=O)cc1OC` gave hcGAS lum -3, mcGAS lum -2 and NPYLR7 agonist -11.
Screening CC1(C(=O)NCc2ccc(Cl)cc2)CCN1C(=O)c1ccco1 (stereo unspecified) returned hcGAS lum -6 and NPYLR7 agonist 5.
Screening Cc1ccc(Cn2c(=O)c(C(=O)N3CCCC3)nn(-c3ccc(S(C)(=O)=O)cc3)c2=O)cc1 returned hcGAS lum -5, mcGAS lum -6 and NPYLR7 agonist 0.
Screening CO[C@H]1CN(C(=O)c2cnc(C)nc2-c2ccccc2)CC[C@H]1N returned hcGAS lum 3 and NPYLR7 agonist 8.
Screening OC1CCC(NCc2ccc(-c3ccc(F)cc3)s2)CC1 (stereo unspecified) returned hcGAS lum 5 and NPYLR7 agonist -1.
`CCOCCn1ccc2c(NC(=O)c3c(C(F)(F)F)ccc(Cl)c3F)c(OC(=O)N(CC)CC)ccc21` gave hcGAS lum 0, mcGAS lum -5 and NPYLR7 agonist -5.
Screening CCC1c2ccsc2CCN1C(=O)c1cc(C2CC2)[nH]n1 (stereo unspecified) returned hcGAS lum -9, mcGAS lum -7 and NPYLR7 agonist 0.
Screening O=C(NCCc1csc2nc(-c3ccccc3F)nn12)C1CCCC1 returned hcGAS lum -2, mcGAS lum -7 and NPYLR7 agonist -3.
Screening C=CC(C1=CC(=O)C(OC)=CC1=O)c1ccccc1 (stereo unspecified) returned hcGAS lum -5 and mcGAS lum -3.
`Cc1cccc(NCC(=O)N2c3ccccc3NC(=O)CC2C)c1C` (stereo unspecified) gave hcGAS lum -6 and NPYLR7 agonist 3.
CCOCCn1c(=NC(=O)c2ccc(S(C)(=O)=O)cc2)sc2cc(F)cc(F)c21 was read as hcGAS lum -14 and NPYLR7 agonist 6.
COc1cc2c(cc1OC)C(c1ccccc1)N(C(=O)c1ccc(-c3ccc(OC)c(OC)c3OC)s1)CC2 (stereo unspecified) was read as hcGAS lum -4, mcGAS lum -7 and NPYLR7 agonist 29.
`O=C(c1ccc(NCC2CCOC2)nc1)N1CCC(Cn2cccn2)CC1` (stereo unspecified) gave hcGAS lum -6 and NPYLR7 agonist 5.
`CCOC(=O)C1=C(C)N=c2sc(=Cc3ccco3)c(=O)n2C1c1ccc(F)cc1` (stereo unspecified) gave hcGAS lum 0, mcGAS lum -1 and NPYLR7 agonist -2.
Screening N[C@@H](Cc1ccc(O)cc1)C(=O)N1CCc2onc(-c3ccccc3)c2C1 returned hcGAS lum -4, mcGAS lum -18 and NPYLR7 agonist 8.
Screening COc1cc(Br)c(S(=O)(=O)NC2CC2c2cccc(F)c2)cc1OC (stereo unspecified) returned hcGAS lum -10 and NPYLR7 agonist 10.
CN(CC1CCN(CCc2cccc(C(F)(F)F)c2)CC1)C(=O)c1ccc(F)cc1 was read as hcGAS lum -11, mcGAS lum -12 and NPYLR7 agonist 3.
For COc1ccc(S(=O)(=O)Nc2ccc(OC3CCN(C(=O)OC(C)(C)C)C3)cc2)cc1OC (stereo unspecified) the results were hcGAS lum 0, mcGAS lum -1 and NPYLR7 agonist -13.
Screening FC(F)(F)c1cc(-c2ccco2)nc(N2CCOCC2)n1 returned hcGAS lum -4 and NPYLR7 agonist -5.
